NR5A2 inv ag: LRH-1 (NR5A2) inverse agonists, primary screen, cell-based, luminescence, HEK293T, StAR-luciferase reporter. Nuclear receptor subfamily 5 group A member 2 (Homo sapiens), O00482. LRH-1 transfected, 24 h. inhibition, % at 3.6 µM. 360,000 tested, 0.13% active. AID 602396, 2012;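 active = inhibition above the mean inhibition of all tested compounds plus 3 SD, cut at about 73% in these data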;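 also: 0% = DMSO wells and 100% = reporter-only cells lacking LRH-1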
TWEAK Fn14 block: inhibitors of TWEAK-Fn14 signaling, primary screen, luciferase reporter cells, uHTS | TWEAK-stimulated Fn14 reporter cells, luciferase luminescence, 8 h | 360,000 tested, 2% active | AID 1159606, 2016 | inhibition, % at 10 µM; in the data active = inhibition above about 50%
SRC3 inh: SRC3 coactivator transcriptional activity inhibitors, primary screen, cell-based, luminescence | Nuclear receptor coactivator 3 (Homo sapiens), Q9Y6Q9 | HEK293 GAL4-SRC3 luciferase reporter | inhibition, % at 3.6 µM | 360,000 tested, 0.17% active;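 active = inhibition above a per-campaign cutoff, the mean of all compounds plus 3 SD, cut at about 60% in these data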;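 also: 0% = DMSO-treated cells and 100% = gossypol-treated cells at 36 µM; higher means less SRC3-driven luciferase light from the GAL4 reporter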
CF NFkB inh: inhibitors of PAF-induced NF-kB signaling, primary screen, cell-based, GFP fluorescence, uHTS; AID 588850, 2011; inhibition, % at 5 µM; KKLEB NF-kB-GFP reporter, GFP fluorescence overnight; 360,000 tested, 0.86% active;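 active = at least 50% inhibition at 5 µM, scaled per plate between neutral and stimulator controls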;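 also: PAF is a Pseudomonas aeruginosa culture filtrate used as stimulus; plate controls were PAF-stimulated DMSO wells for no effect and unstimulated DMSO wells for full effect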
COUP-TFII inh: NR2F2 transcriptional activity inhibitors, primary screen, cell-based, luciferase reporter, HEK293T, luminescence. 370,000 tested, 0.7% active. AID 686940, 2013. COUP transcription factor 2 (Homo sapiens), P24468. HEK293T NGFI-A luciferase reporter. inhibition, % at 8.6 µM;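 active = inhibition above a per-plate cutoff, mean inhibition of test wells between control levels plus 3 SD, cut at about 38% in these data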;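 also: cells cotransfected with COUP-TFII expression vector driving the NGFI-A reporter; 0% = median of COUP-TF2 test wells and 100% = reporter-only cells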
Shn3 inh set2: reduction of Shn3 3'UTR firefly luciferase signal, primary screen, Schnurri-3 inhibitor project, cell-based, Clone20 osteoblasts, set 2; 360,000 tested, 0.52% active; inhibition, % at 12.5 µM; Clone20 osteoblast Shn3 3'UTR firefly luciferase, 24 h;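 active = mean inhibition of at least 75% with every replicate also reaching 75%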;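 also: 0% = median of neutral control wells and 100% = pilot-screen positive control compound; some compounds past the cut are filed as inactive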
LMP1 NFkB inh: EBV LMP1-driven NF-kappaB luciferase reporter inhibitors, primary screen, cell-based, luminescence, single point; LMP1-induced NF-kappaB luciferase reporter cells; inhibition, % at 12.5 µM; 350,000 tested, 0.69% active; in the data active = inhibition above about 41%;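 also: 0% = neutral control wells and 100% = reference inhibitor control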
C8 TRAIL sens: viability loss with TRAIL in NB7+C8 cells, primary screen, TRAIL sensitizer project, cell-based, ATPlite luminescence | inhibition (viability loss, TRAIL sensitization), % at 10 µM | 360,000 tested, 1% active;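 active = compounds causing at least 50% loss of cell viability in the single-dose screen, relative to plate controls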
KKLEB tox: cytotoxicity in KKLEB CF airway cells, primary screen, cytotoxicity control for CF NF-kB inhibitor project, cell-based, uHTS, fluorescence assay plates | AID 602141, 2011 | activity change (cytotoxicity), % at 5 µM | 360,000 tested, 0.36% active | KKLEB CF airway cells viability, ATPlite luminescence, overnight; active compounds read low; cells stimulated with P. aeruginosa culture filtrate;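 active = corrected activity change at or below -50% at 5 µM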
TROY NFkB inh: inhibitors of TROY-driven NF-kB signaling, primary screen, Q293 LMP1-TROYcd cells, NF-kB luciferase, uHTS; Q293 LMP1-TROYcd NF-kB luciferase reporter, 4 h; inhibition, % at 10 µM; 360,000 tested, 0.98% active;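 active = compounds whose plate-normalised and pattern-corrected inhibition of the luciferase reporter signal at the single screening dose is 50% or more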
NCOA1 inh: SRC1 coactivator transcriptional activity inhibitors, primary screen, cell-based, luminescence. Nuclear receptor coactivator 1 (Homo sapiens), Q15788. HEK293 GAL4-SRC1 luciferase reporter. AID 588354, 2011. inhibition, % at 3.6 µM. 360,000 tested, 0.12% active;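 active = inhibition above the campaign mean plus 3 SD, with each screening campaign given its own cutoff, cut at about 60% in these data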;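 also: 0% = DMSO treated cells and 100% = gossypol at 36 µM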
Target sequence (Q15788 whole entry, looked up, the tested form may be a part): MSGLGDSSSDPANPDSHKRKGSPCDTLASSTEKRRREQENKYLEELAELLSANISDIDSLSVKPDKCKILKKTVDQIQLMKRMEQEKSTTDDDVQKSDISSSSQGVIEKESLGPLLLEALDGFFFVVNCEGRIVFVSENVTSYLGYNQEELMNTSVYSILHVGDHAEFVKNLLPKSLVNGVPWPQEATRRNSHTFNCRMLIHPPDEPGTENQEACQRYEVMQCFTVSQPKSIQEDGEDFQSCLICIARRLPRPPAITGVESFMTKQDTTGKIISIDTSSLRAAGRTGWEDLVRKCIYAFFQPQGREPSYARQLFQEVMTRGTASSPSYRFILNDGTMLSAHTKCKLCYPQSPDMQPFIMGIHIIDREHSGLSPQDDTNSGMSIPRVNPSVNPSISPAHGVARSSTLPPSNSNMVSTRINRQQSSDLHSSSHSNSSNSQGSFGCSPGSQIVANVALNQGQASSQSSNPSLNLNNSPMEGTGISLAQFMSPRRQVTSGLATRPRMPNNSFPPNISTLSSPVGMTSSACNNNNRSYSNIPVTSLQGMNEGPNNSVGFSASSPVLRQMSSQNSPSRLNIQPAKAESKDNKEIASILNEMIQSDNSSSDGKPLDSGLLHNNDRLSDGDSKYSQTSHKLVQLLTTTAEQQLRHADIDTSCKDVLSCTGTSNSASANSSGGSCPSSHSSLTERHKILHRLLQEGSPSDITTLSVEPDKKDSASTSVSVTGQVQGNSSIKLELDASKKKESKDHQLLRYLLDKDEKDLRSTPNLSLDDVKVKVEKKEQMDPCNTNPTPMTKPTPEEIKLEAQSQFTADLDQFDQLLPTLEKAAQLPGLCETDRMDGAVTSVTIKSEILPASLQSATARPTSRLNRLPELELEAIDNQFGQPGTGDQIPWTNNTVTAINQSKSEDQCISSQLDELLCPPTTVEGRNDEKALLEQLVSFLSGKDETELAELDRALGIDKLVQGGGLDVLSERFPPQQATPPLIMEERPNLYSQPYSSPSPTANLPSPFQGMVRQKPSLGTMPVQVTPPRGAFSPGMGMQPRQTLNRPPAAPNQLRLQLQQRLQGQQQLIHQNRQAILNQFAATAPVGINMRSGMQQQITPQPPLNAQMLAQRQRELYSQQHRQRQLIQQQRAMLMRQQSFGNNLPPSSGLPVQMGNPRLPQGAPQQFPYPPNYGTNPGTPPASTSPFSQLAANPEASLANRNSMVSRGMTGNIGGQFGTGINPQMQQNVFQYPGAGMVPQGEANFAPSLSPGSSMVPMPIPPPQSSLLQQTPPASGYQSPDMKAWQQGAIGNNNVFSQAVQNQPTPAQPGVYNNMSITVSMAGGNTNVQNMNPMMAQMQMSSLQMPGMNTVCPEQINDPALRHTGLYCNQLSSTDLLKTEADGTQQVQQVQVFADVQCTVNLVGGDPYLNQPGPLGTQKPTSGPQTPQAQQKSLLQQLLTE
* = called active by the depositor; . = not tested or not shown.

SMILES	NR5A2 inv ag	TWEAK Fn14 block	SRC3 inh	CF NFkB inh	COUP-TFII inh	Shn3 inh set2	LMP1 NFkB inh	C8 TRAIL sens	KKLEB tox	TROY NFkB inh	NCOA1 inh
O=C(Cn1c(=O)n(-c2ccccc2)c(=O)c2sccc21)NCc1ccccc1	-2	-14	-26	0	-13	-18	-7	3	-4	15	6
CC(=O)Nc1ccc(C(=O)N/N=C/c2cc(Br)cc(Br)c2O)cc1	-9	-12	34	28	27	7	3	48	-10	25	17
Cc1ccc(S(=O)(=O)Nc2ccc(N(C)S(=O)(=O)c3ccc(C)cc3)cc2)cc1	5	-7	30	4	-12	-4	-8	3	-11	23	0
CCOc1ccc(C(=O)N2CCN(Cc3ccccc3)CC2)cc1	-9	-1	2	8	-16	0	7	-19	7	2	-4
Cc1cc(NC(=O)CSc2nc3ccccc3[nH]2)n(-c2ccccc2)n1	-3	18	13	5	-22	7	.	7	-6	4	-8
COC(=O)[C@@]1(C(C)C)N=C(c2cc(OC)c(OC)c(OC)c2)[C@]2(O1)C(=O)N(C)c1ccccc12	27	2	.	.	-1	.	.	-11	.	7	.
Cc1nn(Cc2ccc(C(=O)Nc3nc4c(C)cccc4s3)o2)c(C)c1Br	1	26	2	-4	-6	13	0	1	12	.	-3
Cc1cc(Cl)c2oc(C(=O)N(CCO)Cc3ccccc3)c(C)c2c1	-14	-41	-36	12	-4	-17	-3	-5	-2	-26	-34
CC(=O)c1ccc(Oc2cnccn2)cc1	-7	-2	3	3	-4	0	2	-9	5	-13	-18
Cc1cccc(NC(=O)CNC(=O)CN2C(=O)NC3(CCc4ccccc43)C2=O)c1C (stereo unspecified)	6	-6	15	-12	-5	-48	-2	-4	14	-18	-2
O=C(CSc1n[nH]c(-c2ccccc2)n1)Nc1ccc(Br)cn1	-3	5	-7	24	12	-4	-5	-12	-6	7	-13
CCOc1cc(Br)ccc1S(=O)(=O)NCc1ccccc1	-5	0	-2	4	.	3	-1	-4	12	-1	-3
O=c1c2ccccc2nc2c3ccccc3c3nncn3n12	5	-17	-15	-166	5	-21	-6	16	6	-39	12
CCCCNc1c([N+](=O)[O-])ncn1C	-11	-1	15	-2	-4	2	-4	-10	-7	3	5
Clc1ccc(-n2nnc(-c3cccnc3Cl)n2)cc1Cl	-75	-1	-76	-27	-22	-59	-23	17	-2	-50	-106
CCOC(=O)c1ccc(NC(=O)Nc2ccc3c(c2)OCCO3)cc1	33	36	-19	0	-24	11	-5	11	10	16	-7
S=C(NCCc1c[nH]c2ccccc12)NC1CCCC1	1	-6	8	-7	2	-6	-3	-4	3	-22	-3
O=c1c2ccccc2nc(-c2ccco2)n1CCc1ccc(O)cc1	-6	64*	8	-17	14	2	9	0	6	33	13
COc1ccccc1NC(=O)C(C)NS(=O)(=O)c1ccc(F)cc1 (stereo unspecified)	-11	5	-25	-4	-3	9	-3	-4	3	-8	1
Cc1c(C)c2cc3c4c(oc3c(C)c2oc1=O)CCCC4	-17	-5	4	-1	-5	4	-7	6	-8	-32	-31
CCOC(=O)CN(C(=O)COC(=O)C1(c2ccccc2)CC1)c1ccc(F)cc1	3	2	21	9	3	-7	-3	-1	-1	0	7
C=CC[C@H](CC(=O)NCCO)C(=O)N[C@@H](C)COC(=O)[C@H](CC=C)CC(=O)OC(C)(C)C	9	-5	10	16	0	-10	-2	4	-2	5	7
Cc1nn(C)c(C)c1CN(C(=O)CCc1nnc(Cc2c[nH]c3ccccc23)o1)C(C)C	13	-5	16	12	14	16	4	-11	-6	14	3
CC(C)n1ncc2c(C(=O)N3CCN(Cc4ccc(Br)s4)CC3)cc(C3CC3)nc21	-18	-19	1	13	9	27	10	11	-14	22	4
COc1ccccc1N(C)S(=O)(=O)c1ccc(C(=O)Nc2ncc(C)s2)cc1	7	46	-3	3	-4	18	7	-3	11	19	0
COc1cc(/C=C/C(=O)OCc2c(C)noc2C)ccc1OC(F)F	-2	-44	15	3	-12	5	-3	5	6	-10	24
O=C(COc1ncnc2ccccc12)N1CCN(S(=O)(=O)c2ccc(Cl)cc2)CC1	3	9	17	10	-1	-16	-8	-20	7	-10	1
COc1ccc(CCNC(=O)CCCC(=O)n2nc(C)c3ccccc32)cc1OC	-4	-5	2	12	2	6	-9	-14	3	2	9
O=C1CCCC(=O)N1c1ccc(N2CCOCC2)c([N+](=O)[O-])c1	10	4	3	1	1	-2	-7	8	4	19	-4
COc1ccc(-c2cnc3c(NC(C)=O)cc(-c4ccc(C(=O)NC5CC5)cc4)cn23)cc1OC	21	-32	-15	46	9	-2	.	1	-13	7	4
CC(C)(C)N(Cc1ccccc1)C(=O)COC(=O)C1CC1	22	4	11	21	3	1	0	-11	-16	1	11
CC(=O)N=c1sccn1CC(=O)c1ccc([N+](=O)[O-])cc1	16	-1	-2	10	13	-5	8	-21	-11	-2	-8
CCCOc1ccccc1OCC(=O)Nc1cccc(S(=O)(=O)NC2=NCCC2)c1	-19	-11	6	6	1	0	2	0	1	9	-5
NC(=S)N/N=C/c1c[nH]c2ccc(OCc3ccccc3)cc12	29	27	0	-46	.	16	9	-2	-5	11	-14
CCS(=O)(=O)c1ccc(-c2cccc(NC(=O)COc3ccc(Cl)cc3)c2)nn1	12	-6	-27	-15	-7	-6	1	9	6	6	4
CN(C)CCCN(C(=O)COc1ccccc1)c1nc2ccc(F)cc2s1	8	-27	7	-12	11	3	-8	-5	-20	-14	-1
O=C(CNC(c1ccccc1)c1ccccc1)Nc1c(F)cccc1F	6	-5	4	-9	6	12	0	-14	-1	-18	-11
CCCCOc1ccc(/C=C/C(=O)NC2=Nc3ccccc3NC(C)=C2C(=O)OCC)cc1OC	-42	0	8	-7	17	16	-7	1	1	-7	-13
CCCCCCCCCCn1cc(C(C)=O)c(=O)[nH]c1=O	15	20	18	3	-4	-24	-4	-10	-2	5	-1
Cc1ccc(NC(=O)CCSc2ccccc2)c(C)c1	-32	-5	-27	3	.	-42	-3	-29	3	-54	-19
O=C(CCc1ccc(Oc2cc([N+](=O)[O-])cc([N+](=O)[O-])c2)cc1)N1CCCCC1	20	15	-1	4	17	14	1	6	1	10	8
CSCCC(NC(=O)COc1ccccc1)C(=O)N1CCCCC1 (stereo unspecified)	1	8	2	-6	-18	-13	13	3	14	4	-9
O=C(CSc1nnc(NC2CC2)s1)NN1C(=O)NC2(CCCCC2)C1=O	16	2	11	-10	-2	10	-5	5	-5	-11	-1
Cc1ccc(-c2cc(C(=O)O)n[nH]2)s1	-12	-4	20	2	8	8	2	-7	2	0	-5
COc1ccc(/C=C/C(=O)NCc2nc3ccccc3[nH]2)cc1OC	19	-1	3	12	-23	-3	-4	-1	-6	30	4
COc1ccccc1-n1c(-c2ccco2)n[nH]c1=S	8	5	1	2	-1	-15	-3	12	10	-7	-1
CCCCn1c(N)c(N(CC(C)C)C(=O)c2cc(Cl)nc3ccccc23)c(=O)[nH]c1=O	17	-1	1	-7	-4	13	2	-7	9	-6	-5
CCCCNc1ccc(S(=O)(=O)c2cccc([N+](=O)[O-])c2)cc1[N+](=O)[O-]	12	-1	1	6	8	-5	6	-3	1	10	11
N#CC1=C(S)N=C(N)C(c2nc(-c3ccccc3)cs2)C12CCCCC2 (stereo unspecified)	-40	7	-23	-1	-8	-36	-10	-2	-3	20	-20
O=C1CC(c2ccccc2)CC(O)=C1C=NCCN1CCN(C(=S)Nc2cccc(Cl)c2)CC1 (stereo unspecified)	-7	2	12	2	1	58	3	13	-2	28	12
CC(C)(C)NS(=O)(=O)c1ccc2nc(NC(=O)c3ccc(N4C(=O)CCC4=O)cc3)sc2c1	3	-12	-5	-8	-8	-5	-1	1	6	-1	12
Cc1ccc(S(=O)(=O)N2CCCC(c3nc4c(nnn4Cc4ccc5c(c4)OCCO5)c(=O)[nH]3)C2)cc1 (stereo unspecified)	-21	0	7	4	-5	15	4	1	5	2	-10
Fc1ccccc1Sc1ccccc1CNC1=NCCN1	-11	5	-9	-3	11	33	-4	13	8	10	-2
COc1ccc(C(=O)NC(C)CCCC(C)(C)O)cc1OC1CCN(C(C)=O)CC1 (stereo unspecified)	-2	-4	13	0	0	0	-17	-19	-7	-8	-17
CN(C)c1ccc(/C=N/NC(=O)c2ccccc2Cl)cc1	-34	21	-52	-8	-33	-75	-4	2	-2	-23	-59
NS(=O)(=O)c1ccc(CNC(=O)c2cc(-c3ccccn3)nc3ccc(Cl)cc23)cc1	-8	-4	3	9	6	-13	-12	15	-20	-24	5
Cc1cc(=O)n2c3ccccc3n(CC(O)CN3CCOCC3)c2c1C#N (stereo unspecified)	-2	12	3	-19	-1	-18	5	-2	-7	-7	4
CCOC(=O)C1=C(C(F)(F)F)Nc2ncnn2C1c1cc(OC)c(OC)cc1OC (stereo unspecified)	-11	5	-2	0	28	-34	-4	-12	8	-7	4
COc1ccc(-c2ccnc3c(C(=O)O)cnn23)cc1	-1	-6	12	8	-2	12	-7	2	-9	-19	-7
O=C(COc1ccc(Br)cc1)Nc1ccccc1C(=O)N1CCOCC1	-12	-1	-6	12	-7	1	-7	-20	-6	-6	-3

Following part.
SMILES	NR5A2 inv ag	TWEAK Fn14 block	SRC3 inh	CF NFkB inh	COUP-TFII inh	Shn3 inh set2	LMP1 NFkB inh	C8 TRAIL sens	KKLEB tox	TROY NFkB inh	NCOA1 inh
COC(=O)c1ccccc1NC(=O)CSc1nc(N)cc(=O)[nH]1	22	31	21	-21	-7	1	-11	3	-1	-15	-17
O=C(COC(=O)c1cccs1)NCc1ccco1	-2	8	4	14	6	-5	-6	-11	-9	-5	-14
COC(=O)c1nnn(CC(=O)Nc2cc(Cl)ccc2C)c1C(=O)OC	10	-8	3	9	10	7	-7	7	-5	10	9
Cc1ccc(CN(C(=O)CNC(=O)c2cccs2)C(C(=O)NCC2CCCO2)c2ccccc2)cc1 (stereo unspecified)	6	0	20	14	-7	11	-4	-13	-2	-4	14
COC(=O)C1=C(C)N(c2cccc3ccccc23)C(=O)C1	4	8	2	8	1	-1	-12	-5	-3	24	-20

Some entries already given, limited to NCOA1 inh, CF NFkB inh and NR5A2 inv ag.
SMILES | NCOA1 inh | CF NFkB inh | NR5A2 inv ag
COC(=O)C1=C(C)N(c2cccc3ccccc23)C(=O)C1 | -20 | 8 | 4
O=C(COC(=O)c1cccs1)NCc1ccco1 | -14 | 14 | -2

Screening data as filed in PubChem.

The list is partial, so the mix of outcomes need not match the whole.
